Kir21 block = inhibitors of mouse Kir2.1 inward-rectifier potassium channel | 0.85% of 310,000 active | B-score at 10 µM | HEK293-Kir2.1, FluxOR thallium flux fluorescence; active compounds read low;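 active means fluorescence ratio B-score at or below minus 3 SD of library scores, with starting-brightness B-score within 2 SD, cut at about -4.2 in these data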;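 further: channel flux triggered by added potassium and thallium sulfate stimulus; B-score of peak minus minimum fluorescence over baseline after thallium stimulus; more negative B-score means stronger Kir2.1 block with less thallium influx; some compounds called inactive have numbers as strong as hits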
Target sequence (P35561 whole entry, looked up): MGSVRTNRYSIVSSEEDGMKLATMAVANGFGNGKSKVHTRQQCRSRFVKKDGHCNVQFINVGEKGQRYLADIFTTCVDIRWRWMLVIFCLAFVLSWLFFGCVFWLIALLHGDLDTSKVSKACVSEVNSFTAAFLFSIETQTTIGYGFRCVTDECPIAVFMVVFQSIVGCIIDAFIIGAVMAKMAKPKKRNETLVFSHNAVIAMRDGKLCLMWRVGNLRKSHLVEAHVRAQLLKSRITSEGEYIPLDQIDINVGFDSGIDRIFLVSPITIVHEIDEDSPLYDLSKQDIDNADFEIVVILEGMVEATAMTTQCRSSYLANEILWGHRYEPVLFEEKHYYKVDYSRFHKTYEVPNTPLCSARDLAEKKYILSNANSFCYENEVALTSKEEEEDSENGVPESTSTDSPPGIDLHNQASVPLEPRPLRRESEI
STK33 inh = inhibitors of purified STK33 kinase, primary screen, biochemical, ADP-Glo luminescence, homogeneous, cell-free; Serine/threonine-protein kinase 33 (Homo sapiens), Q9BYT3; inhibition, % at 10 µM; MBP phosphorylation; 0.073% of 320,000 active;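 active means inhibition at or above 25%, using the most active replicate where run in duplicate; inactive means inhibition below 25%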
Target sequence (Q9BYT3 whole entry, looked up): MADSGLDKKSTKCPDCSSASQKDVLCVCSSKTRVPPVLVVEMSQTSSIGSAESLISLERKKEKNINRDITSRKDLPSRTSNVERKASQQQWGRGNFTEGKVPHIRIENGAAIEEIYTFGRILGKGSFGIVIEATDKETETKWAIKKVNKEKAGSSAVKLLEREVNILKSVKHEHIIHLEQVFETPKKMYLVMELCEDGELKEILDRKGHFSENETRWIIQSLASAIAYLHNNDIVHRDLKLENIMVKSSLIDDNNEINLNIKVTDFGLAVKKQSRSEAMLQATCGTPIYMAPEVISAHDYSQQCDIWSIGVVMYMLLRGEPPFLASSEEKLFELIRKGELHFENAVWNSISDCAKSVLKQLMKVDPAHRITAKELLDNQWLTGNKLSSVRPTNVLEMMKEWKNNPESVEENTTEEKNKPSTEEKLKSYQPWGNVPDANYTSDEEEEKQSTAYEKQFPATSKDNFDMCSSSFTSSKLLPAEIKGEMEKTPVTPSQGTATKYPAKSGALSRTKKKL
* hit, by the source's call; / = no result given.

SMILES | Kir21 block | STK33 inh
N#CC(C#N)=c1ccc2c(c1)N1C(c3ccccc3)=CC(c3ccccc3)C3CCCCC31N=2 (stereo not given) | -0.1 | -1.1
COc1cccc(NC(=O)CNC(=O)N2CC(=O)Nc3ccccc32)c1 | 0 | 0.2
CCOC(=O)c1c(C)[nH]c(C(=O)N2CCN(CC)CC2)c1C | -0.04 | -0.6
Cc1cc(C)n2nc(-c3cnn(C)c3C(F)(F)F)c(Cl)c2n1 | 1.95 | 0.2
COc1cccc(NC(=O)c2cc(-c3ccc(C)o3)nc3ccccc23)c1 | 1.06 | -1.2
CCCCOC(=O)C1CN(c2ccccc2)N=C1C(C)=O (stereo not given) | -0.52 | 2.0
O=C(NCc1ccc(F)cc1)C1CCCN1C(=O)Nc1cccc(F)c1 (stereo not given) | -0.61 | -1.5
Cn1c(=O)[nH]c(=O)c2c1nc(CN1CCOCC1)n2CCc1ccccc1 | -1.78 | -0.5
O=C(CN1CCOCC1)Nc1cccc(Br)c1 | -0.47 | -0.7
Cc1c(C)n(C(=O)CN2CCC(C)CC2)c2ccccc12 | / | -0.9
C=CCSc1nc2ccccc2c(=O)n1C1CCOC(C)(C)C1 (stereo not given) | 1 | -1.1
CCC(C)c1ccccc1NC(=O)Cc1coc2cc3c(cc12)CCC3 (stereo not given) | 0.47 | /
CC(C)(C)c1ccc(S(=O)(=O)N2CCC(CO)(CC3CCCCO3)CC2)cc1 (stereo not given) | 0.53 | 0.7
Cc1cc(C)nc(Nc2n[nH]c(-c3ccccc3N)n2)n1 | 0.57 | -1.9
CC(C)C(=O)N1CCN(S(=O)(=O)c2ccc3ccccc3c2)CC1 | -0.02 | -1.7
COc1ccc(C2C3=C(CC(C)(C)CC3=O)Oc3ncn(Cc4ccco4)c(=N)c32)cc1 (stereo not given) | -0.01 | 0.5
CSc1ccc(CN(C)C(=O)C(c2ccccc2)c2ccccc2)cc1 | -0.18 | -1.6
CCS(=O)(=O)N1Cc2ccccc2CC1C(=O)Nc1nc(C)cs1 (stereo not given) | 0.52 | 0.7
Cn1c(N2CCOCC2)c(/C=N/OC(=O)c2cccnc2Cl)c2ccccc21 | -0.63 | /
Cc1cccc(C(C(=O)NC2CCCC2)N(C(=O)c2csnn2)C2CC2)c1 (stereo not given) | -1.41 | -0.1
O=C(NCC1COCCO1)c1cc(COc2ccc(F)cc2F)on1 (stereo not given) | 0.21 | -1.1
Cc1noc(NS(=O)(=O)c2ccc(NS(=O)(=O)c3ccc(Cl)cc3)cc2)c1C | / | -2.5
Cc1[nH]nc2nc(SCC(=O)NCCC3=CCCCC3)n(-c3ccc(Br)cc3)c(=N)c12 | 1.08 | -1.3
N#CC1(c2ccc(NC(=O)c3ccccc3F)cc2)CCCC1 | 0.63 | 1.4
CCCCn1c(CNC(=O)C23CC4CC(CC(C4)C2)C3)nnc1SC(C)CC (stereo not given) | 0.35 | -0.2
CCN(CC(=O)Nc1ccc(NC(C)=O)cc1)C(=O)CCCOc1ccc(C(C)(C)C)cc1 | -0.48 | -0.8
CCOc1ccc(C2C(C#N)=C(N)N3C(=C2C#N)Sc2ccccc23)cc1 (stereo not given) | -0.49 | -0.6
COc1ccccc1CNCC(=O)Nc1ccc(C(F)(F)F)cc1 | 1.64 | 0.3
Cc1ccc(NC(=O)CCC(=O)NNC(=O)c2cccs2)c(C)c1 | 0.93 | -2.1
CC(C)(C)OC(=O)[C@H](Cc1ccccc1)NC(=O)c1nc[nH]c1C(=O)NC1CCNCC1 | 0.01 | 0.6

Shown with values under each structure: entries from further up
Every second line gives: Kir21 block	STK33 inh
- O=C(NCc1ccc(F)cc1)C1CCCN1C(=O)Nc1cccc(F)c1 (stereo not given)
 : -0.61	-1.5
- Cn1c(=O)[nH]c(=O)c2c1nc(CN1CCOCC1)n2CCc1ccccc1
 : -1.78	-0.5
- O=C(CN1CCOCC1)Nc1cccc(Br)c1
 : -0.47	-0.7
- Cc1c(C)n(C(=O)CN2CCC(C)CC2)c2ccccc12
 : /	-0.9

Next part:
SMILES | Kir21 block | STK33 inh
CCN(CC)CCN(CC(=O)N(C1CCCCC1)C1CCCCC1)C(=O)c1cccnc1 | -0.93 | 0.4
O=C(O)c1cc(N/N=C/c2ccc(N3CCOCC3)s2)ccc1Cl | -0.03 | /
O=C(CSc1ccc(-c2ccc(F)cc2)nn1)N1CCOCC1 | 0.12 | 2.9
N#Cc1cccc(NC(=O)CSc2cccc[n+]2[O-])c1 | / | -0.9
O=C(CN1C(=O)NC(Cc2ccccc2)C1=O)Nc1ccc(OC(F)F)cc1 (stereo not given) | 0.05 | -0.6
NC(=O)Nc1ccc(C(=O)OCC(=O)Nc2cccc(S(=O)(=O)NC3=NCCC3)c2)cc1 | / | 0.9
CC(C)N(Cc1nc(-c2ccc(Cl)cc2)no1)C(=O)C12CC3CC(CC(C3)C1)C2 | 0.08 | -0.5
COc1ccc(CCNC(=O)COc2cc(C)cc3oc(=O)cc(C)c23)cc1 | -0.46 | -0.1
CN(CCO)S(=O)(=O)c1ccc2c(c1)C(=NNC(N)=O)c1cc(S(=O)(=O)N(C)CCO)ccc1-2 | -1.1 | 2.0
CCOc1ccccc1OCC(=O)NN1Cc2ccccc2C1=N | 0.52 | -1.6
CCOc1cc(/C=N/NC(=O)N/N=C/c2ccc(O)c(OCC)c2)ccc1O | 0.19 | 6.0
CCOc1ccc(N(C)S(=O)(=O)c2csc(C(N)=O)c2)cc1 | 0 | 0.5
COc1ccccc1NNC(=O)C(O)(c1ccccc1)c1ccccc1 | -0.88 | -6.0
CCOCC(=O)Nc1cc(C(F)(F)F)ccc1Oc1cccc(Br)c1 | 0.6 | 1.0
O=C(CN1CCC(O)(c2cccc(F)c2)CC1)NCCc1c[nH]c2ccccc12 | -0.91 | -1.0
Cc1ccccc1NC(=O)CSc1ccc(-c2ccc(-n3cccn3)cc2)nn1 | 2.32 | -1.7
COc1cccc(CN2CCCCC2C(=O)O)c1 (stereo not given) | 0.45 | -2.4
Cn1ncc(Cl)c1C(=O)N1CCN(c2ccccc2)CC1 | -1.23 | -1.1
Cc1ccc(NS(=O)(=O)c2ccc(-n3cccn3)cc2)c(C)c1 | -0.27 | -2.0
Cc1csc(SCC(=O)Nc2ccccc2)n1 | -0.08 | -0.4
O=C(O)/C=C/C(=O)NCc1cn(-c2ccccc2)nc1-c1cccc(Br)c1 | -0.19 | -1.1
O=C(Cc1cccs1)NCc1ccco1 | 0.51 | -1.9
N/C(CC(=O)Nc1cc(C(F)(F)F)ccc1Cl)=N\O | 1.07 | 0.8
Cc1nc(C)c(C(=O)Nc2ccccc2)s1 | 0.13 | -0.4
COc1ccc2c(C(=O)CCl)c[nH]c2c1 | 0.3 | -2.0
Cc1c(C(=O)O)sc2nc(/C=C/c3cccc(O)c3)[nH]c(=O)c12 | -0.51 | 5.4
COc1ccc(Cn2nnnc2C(c2cccs2)N2CCOCC2)cc1 (stereo not given) | -0.1 | -0.4
CCN(CC)S(=O)(=O)c1cc(NC(=O)C(C)N2CCN(c3ccccn3)CC2)ccc1C (stereo not given) | -0.84 | -1.2
CCN(CC)S(=O)(=O)c1ccc(N2CCOCC2)c(NC(=O)c2[nH]c(C)c(C(C)=O)c2C)c1 | / | -0.4
N#C/C(=C\c1cccnc1)C(=O)Nc1ccccc1 | / | 0.3

SMILES | Kir21 block | STK33 inh
CS(=O)(=O)c1ccc2nc(NC(=O)CCS(=O)(=O)c3ccccc3)sc2c1 | 0.61 | -0.8
CC1CCN(c2nnc(N3CCC(C)CC3)c3ccccc23)CC1 | -0.22 | -0.6
Cc1ccc2[nH]c3c(c2c1)CN(C(=O)CN1CCN(c2ccccc2)CC1)CC3 | 0.62 | /
O=[N+]([O-])c1cc(S(=O)(=O)/N=C(/c2ccccc2)N2CCOCC2)ccc1Cl | -0.14 | -2.3
Nc1ccc(S(=O)(=O)NC(=O)c2ccccc2)cc1 | -1.13 | -0.1
Cc1ccn2c(=O)nc(SCC(=O)N3N=C(c4cccs4)CC3c3ccc(F)cc3)nc2c1 (stereo not given) | 0.5 | -0.9
CC(CN1CCOCC1)OC(=O)/C=C/c1ccccc1 (stereo not given) | 2.47 | -1.3
COc1cc([N+](=O)[O-])ccc1NC(=O)COC(=O)C1=NN(c2ccccc2)C(=O)CC1 | / | -3.9
Cc1ccc(N2CC(C(=O)Nc3nnc(SCC(=O)Nc4cc(C)on4)s3)CC2=O)cc1 (stereo not given) | -0.02 | /
O=C(O)c1cc2nc(C3CC3)cc(C(F)(F)F)n2n1 | 1.59 | -0.8
COc1ccc(CNC(=O)CN(C)S(=O)(=O)c2ccc(Cl)cc2)cc1 | 0.05 | -1.1
O=[N+]([O-])c1ccccc1C1Nc2cccc3cccc(c23)N1 | 0.62 | -2.5
Cc1nnc(NC(=O)CCSc2ccccc2)s1 | -0.93 | -1.8
CC1CCN(c2c(NCC3CCC(C(=O)NCCCc4ccccc4)CC3)c(=O)c2=O)CC1 (stereo not given) | 0.94 | -1.4
O=C(Nc1ccc(N=Nc2ccccc2)cc1)c1ccccc1Cl | 0.4 | 0.9
O=C(c1ccco1)N1N=C(c2ccc(Br)cc2)CC1(O)C(F)(F)F (stereo not given) | 0 | -0.4
Cc1ccc(NC(=O)CSc2nncc3ccccc23)cc1 | 1.85 | -0.7
NC1=NC2(CCCCC2)N(c2ccc(F)cc2)C(N)=N1 | 0.87 | 0.1
COCCN(C(=O)c1ccc(C#N)cc1)c1c(N)n(Cc2ccccc2)c(=O)[nH]c1=O | / | 0.1
Cc1cc(C)n(C(=O)CSc2ccc(Cl)cc2)n1 | 0.33 | -2.3
COc1cccc(/C=C(/C#N)c2ccc(F)cc2)c1OCc1cccc(C(=O)O)c1 | -1.9 | -1.1
CC(OC(=O)c1ccncc1)C(=O)Nc1cccc([N+](=O)[O-])c1 (stereo not given) | 0.73 | 0.3
COc1cc(C(CC(=O)Nc2ccc(C)cn2)N2Cc3ccccc3C2=O)cc(OC)c1OC (stereo not given) | -1.79 | 0.0
Cc1oc(-c2cc3c(cc2Cl)OCO3)nc1CN1CCCC(C(=O)N2CCOCC2)C1 (stereo not given) | 0.58 | -0.5
COc1ccc(/C=N/NC(=O)c2cc[n+]([O-])cc2)cc1OC | 0.23 | 0.4
Cc1cccc(NC(=O)CCC(=O)Nc2nnc(C(F)(F)F)s2)c1 | 2.02 | -1.1
Cc1ccc(-c2cc(C(F)F)nc(N3CCC(C)CC3)n2)cc1 | 1.45 | 4.1
COCCn1c(SC(C)C(=O)NCC2CCCO2)nc2sc3c(c2c1=O)CCC3 (stereo not given) | -0.37 | -0.2
N=C1C(c2nc3ccccc3s2)=C(O)CN1C1CCC(O)CC1 (stereo not given) | -3.24 | 0.0
Cc1ccc(C)n1-c1ccc(C(=O)NN)s1 | -1.08 | -1.1

Sorted by SMILES length (highest first): some entries from above.
SMILES | Kir21 block | STK33 inh
O=[N+]([O-])c1cc(S(=O)(=O)/N=C(/c2ccccc2)N2CCOCC2)ccc1Cl | -0.14 | -2.3
COc1cc(C(CC(=O)Nc2ccc(C)cn2)N2Cc3ccccc3C2=O)cc(OC)c1OC (stereo not given) | -1.79 | 0.0
Cc1cccc(NC(=O)CCC(=O)Nc2nnc(C(F)(F)F)s2)c1 | 2.02 | -1.1

2 of the compounds above, field by field.
CC(C)(C)OC(=O)[C@H](Cc1ccccc1)NC(=O)c1nc[nH]c1C(=O)NC1CCNCC1
  Kir21 block: 0.01; STK33 inh: 0.6

CCCCn1c(CNC(=O)C23CC4CC(CC(C4)C2)C3)nnc1SC(C)CC (stereo not given)
  Kir21 block: 0.35; STK33 inh: -0.2

(more compounds)
SMILES | Kir21 block | STK33 inh
Cc1cccc(C)c1NC(=O)CSc1ncnc2nc[nH]c12 | 0.06 | 1.0
CCCCN(c1ccccc1)S(=O)(=O)c1cccc(C(=O)O)c1 | 0.89 | -1.3
O=C(Nc1ccc(F)cc1F)c1csc(-c2ccncc2)n1 | 0 | 1.2
O=C(COC(=O)c1ccc(S(=O)(=O)N2CCOCC2)cc1)NCc1ccccc1 | / | 2.8
O=C(CO/N=C/c1ccccc1Cl)N1CCCc2ccccc21 | -1.7 | 0.6
COc1cccc(C(=O)COC(=O)CCC(=O)NC2CCCCC2)c1 | 1.44 | /
O=C(c1cccs1)c1cn(CC(=O)N2CCc3ccccc3C2)c2ccccc12 | -0.5 | -0.7
CCOC(=O)c1cc(-c2ccccc2)sc1NC(=O)CCN1C(=O)c2ccccc2C1=O | -0.38 | -1.2
CCOc1ccc(NC(=O)N(Cc2ccc(C)cc2)Cc2ccccn2)cc1 | -1.73 | -0.2
Cc1[nH]c2ccccc2c1C(=O)COC(=O)C1CCC1 | 0.08 | 0.8
CC(C)(C)NC(=O)COC(=O)c1cc(Cl)ccc1[N+](=O)[O-] | -0.75 | 0.7
Nc1c(C(=O)C2CC2)sc2nc(-c3ccccc3)cc(C(F)(F)F)c12 | -2.43 | -0.8
O=C(NCCOc1cccnc1)C1CCC(=O)N(Cc2ccccc2F)C1 (stereo not given) | 0.94 | 0.5
Cc1cc(C)c2oc(C(=O)NCCc3ccc(S(N)(=O)=O)cc3)cc(=O)c2c1 | 0.86 | -1.4
O=S(=O)(Nc1cccc(-c2ccc(N3CCOCC3)nn2)c1)c1ccc(Cl)c(Cl)c1 | 0.82 | /
COc1ccccc1NC(=O)C1CC(C)OC1=O (stereo not given) | -0.88 | -1.3
CCN(CC)C(=O)[C@H]1CC(CC(=O)NC/C=C(\C)CCC=C(C)C)C(=O)N2CCc3c([nH]c4ccccc34)[C@]12C (stereo not given in full) | / | 0.2
COc1ccccc1OCCCn1c(=O)sc2ccccc21 | -1.12 | 0.9
NC(=O)CC[C@@H]1NC(=O)[C@@H]2CCCN2C(=O)c2cc([N+](=O)[O-])cc(I)c2NCCCC[C@@H](C(=O)NC(CC(=O)O)C(N)=O)NC1=O (stereo not given in full) | -0.04 | -2.1
